Compound activity as filed in PubChem.
EP2 mod = modulators of human EP2 prostaglandin E2 receptor; induction, % at 25 µM; 260,000 compounds, 0.83% hits; AID 940; EP2-expressing cells, cAMP HTRF FRET, PGE2 co-stimulation; P43116;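 active = compounds whose cAMP rise, as percent of the full-agonist control response, exceeds 60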;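 note: rat C6 glioma line stably carrying human EP2 under a CMV promoter; the protocol text gives 20 µM as final concentration; 100% = response of wells given 1 µM PGE2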
Ba/F3 V617F tox = lowers viability of Ba/F3 cells expressing EpoR and JAK2V617F; ATP luminescence; inhibition, % at 5.6 µM; 220,000 compounds, 1.1% hits; AID 1446;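 active = inhibition above the campaign mean plus 3 SD over all tested compounds, cut at about 24% in these data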;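 note: cytokine-independent growth of Ba/F3 cells driven by EpoR plus mutant JAK2; 0% = DMSO-treated cells and 100% = JAK inhibitor I control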
Calpain2 inh = calpain II (pig) inhibition. purified calpain II, fluorogenic peptide substrate, 30 min. inhibition, % at 16 µM. 220,000 compounds, 0.37% hits;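 active = inhibition above about 50%, limit read from the data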
S1P4 agonist = human S1P4 receptor agonism; O95977; S1P4-expressing cell line, agonist reporter assay; activation, % at 4.98 µM; 220,000 compounds, 0.35% hits; AID 1509; in the data active = activation above about 11%;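 note: 0% = DMSO vehicle and 100% = reference agonist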
Target sequence (O95977 whole entry, looked up): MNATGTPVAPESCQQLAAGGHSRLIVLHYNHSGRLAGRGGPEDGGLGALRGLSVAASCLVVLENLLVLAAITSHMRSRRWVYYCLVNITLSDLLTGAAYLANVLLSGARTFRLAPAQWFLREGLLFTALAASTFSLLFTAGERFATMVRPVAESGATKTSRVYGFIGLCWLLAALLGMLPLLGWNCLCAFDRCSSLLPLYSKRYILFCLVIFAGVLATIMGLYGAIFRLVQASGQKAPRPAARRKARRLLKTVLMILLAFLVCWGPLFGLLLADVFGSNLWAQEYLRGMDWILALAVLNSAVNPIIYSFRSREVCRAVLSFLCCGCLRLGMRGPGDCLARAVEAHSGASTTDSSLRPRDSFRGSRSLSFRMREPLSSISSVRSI
S1P4 antagonist = antagonists of human S1P4 receptor; 220,000 compounds, 0.26% hits; inhibition, % at 4.98 µM; S1P4-expressing cells, antagonist mode, reporter read-out; AID 1510; O95977; in the data active = inhibition above about 29%;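 note: 0% = wells stimulated with agonist and 100% = vehicle wells without agonist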
PERK inhibitor = inhibitors of human PERK kinase. Q9NZJ5. CHO PERK-DD fusion, SEAP luminescence translation reporter. inhibition, % at 5.6 µM. 220,000 compounds, 0.17% hits;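 active = inhibition above the mean inhibition of all tested compounds plus 3 SD, set separately per screening campaign, cut at about 2.9% in these data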;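 note: PERK kinase domain activated by AP20187 dimerizer at 100 nM; 0% = DMSO with dimerizer and 100% = rapamycin at 8.4 µM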
TRPN1 ag = zebrafish TRPN1 (NompC) channel agonism. 220,000 compounds, 0.18% hits. HEK293 zebrafish TRPN1-YFP, Fluo-8 calcium fluorescence; 100% = response to 87 µM carbachol. activation, % at 3 µM. AID 1424;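 active = activation above its plate's cutoff, the mean activation of test wells on that plate plus 3 SD, cut at about 19% in these data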;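 note: 0% = DMSO alone and 100% = 87 µM carbachol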
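System: zebrafish TRPN1-YFP in HEK293 cells / Dosing: 3 µM single point / Timing: dye loading 1 h at 37 °C, then 30 min room temperature / Signal: Fluo-8 calcium fluorescence, excitation 470-495 nm, emission 515-575 nm / Read-out basis: percent activation from peak over basal fluorescence ratio, control-normalized / Control set: high carbachol 87 µM, low DMSO alone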
BaF3 parental = reduces parental Ba/F3 cell viability, JAK2V617F counter-screen. inhibition, % at 5.6 µM. CellTiter-Glo ATP luminescence. 220,000 compounds, 1.1% hits. AID 1486;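 active = inhibition above a per-campaign cutoff, the mean inhibition of all tested compounds plus 3 SD, cut at about 27% in these data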;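 note: 0% = DMSO wells and 100% = JAK Inhibitor I control wells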
TRPML3 ag = agonists of human TRPML3 channel; Q8TDD5; HEK293 TRPML3-YFP, Fluo-8 calcium fluorescence; 100% = the carbachol control signal; activation, % at 3 µM; 220,000 compounds, 0.29% hits;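 active = activation above its plate's cutoff, the mean activation of the plate's test wells plus 3 SD, cut at about 12% in these data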;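 note: 0% = DMSO only wells and 100% = carbachol wells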
Target sequence (Q8TDD5 whole entry, looked up): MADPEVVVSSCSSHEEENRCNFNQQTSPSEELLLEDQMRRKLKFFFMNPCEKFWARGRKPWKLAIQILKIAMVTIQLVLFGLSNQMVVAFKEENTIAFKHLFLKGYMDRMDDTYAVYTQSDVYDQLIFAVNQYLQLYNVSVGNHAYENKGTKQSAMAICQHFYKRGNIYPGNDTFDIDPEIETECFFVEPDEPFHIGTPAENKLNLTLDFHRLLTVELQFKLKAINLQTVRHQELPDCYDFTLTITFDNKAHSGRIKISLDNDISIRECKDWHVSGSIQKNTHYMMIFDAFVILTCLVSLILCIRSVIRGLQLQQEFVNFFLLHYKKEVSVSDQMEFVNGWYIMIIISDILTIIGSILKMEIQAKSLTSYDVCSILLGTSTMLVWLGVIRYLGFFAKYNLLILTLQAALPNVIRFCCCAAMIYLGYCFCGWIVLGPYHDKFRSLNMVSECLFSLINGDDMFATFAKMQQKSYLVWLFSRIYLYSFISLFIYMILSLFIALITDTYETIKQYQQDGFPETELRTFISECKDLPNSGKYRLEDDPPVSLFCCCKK
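Test system – HEK293 line with stable expression of human TRPML3-YFP channel · Control set – carbachol 87 µM final as high control (100%), DMSO as low control (0%) · Signal – Fluo-8 calcium dye fluorescence, ex 470-495, em 515-575 nm · Incubation – 1-h 37 °C dye load, 5-s basal, 120-s post-compound reads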
* = called active by the depositor; & = joins results of further samples.

SMILES	EP2 mod	Ba/F3 V617F tox	Calpain2 inh	S1P4 agonist	S1P4 antagonist	PERK inhibitor	TRPN1 ag	BaF3 parental	TRPML3 ag
Cc1nc(Sc2ccccc2)c(C#N)cc1-c1ccccc1	17.2	1.2	15.1	0.1	-18.4	-0.6	-0.1	7.2	0.1
CCOC(=O)Nc1ccccc1C(=O)Nc1cc(C)cc(C)c1	42.3	-1.6	3.3	0.3	10.1	0.3	-1.7	2.5	-0.5
O=C1CCc2cc(S(=O)(=O)NC(Cc3ccccc3)C(=O)NCCC3=CCCCC3)ccc2N1 (stereo not given)	-27.8	-1.6	9.9	-0.4	-17.2	-0.3	2.8	5.2	-0.2
O=C(CN1C2CCCC1CC(NC(=O)c1ccccc1)C2)Nc1nccs1 (stereo not given)	-81.8	-5.2	14.0	1.9	-19.4	-0.3	0.8	0.3	0.7
COc1cccc(C(=O)Nc2c3c(nn2-c2cccc(C)c2C)CS(=O)C3)c1OC (stereo not given)	-3.3	-1.4	-18.0	-0.4	-15.8	-0.3	-0.3	6.8	0.1
COC(/C=C/Nc1ccc(OC)cc1)=C(C#N)C#N	-1.4	-1.6	-13.2	0.5	-8.3	2.0	1.0	-1.9	0.7
CN(C)c1nc(/C=C(\C#N)C(N)=O)c(Cl)n1-c1ccc(F)cc1	-7.7	1.4	-1.5	1.4	0.0	-0.5	0.4	5.2	-1.0
O=C(CN1CCCCC1)n1c2ccccc2c2ccccc21	9.7	-2.3	-2.8	-1.2	0.1	1.4	-1.9	1.4	-0.6
COC(=O)CSc1nnc(CNC(=O)c2cc(OC)cc(OC)c2)n1-c1ccc(F)cc1	9.6	-0.7	-9.6	1.2	-8.2	-0.1	0.5	6.1	0.3
CCCOc1ccccc1/C=C(\C#N)C(=O)Nc1cccnc1	-26.4	-1.6	11.1	-0.2	10.9	-0.8	1.1	2.4	-0.2
CCN(CC)CCNC(=O)c1ccccc1C(=O)c1ncc[nH]1	18.4	-2.4	-16.1	-1.8	5.6	-0.2	0.9	-2.2	0.8
Cc1cc(NC(=O)CSc2nnnn2-c2ccccc2)no1	2.9	-2.8	-9.2	2.2	-27.5	0.3	-1.2	5.1	0.1
C=CCn1c(CNC(=O)c2ccco2)nnc1SCC(=O)N1c2ccccc2Sc2ccccc21	7.9	71.5*	-17.4	-5.3	11.0	-1.1	-0.9	22.1	0.2
Cc1ccc2nc(NC(=O)CCCc3nc4ccccc4s3)sc2c1	-50.8	2.1	-40.4	-1.8	10.2	0.5	-0.9	21.2	0.1
CC(=O)N(C)c1ccc(NC(=O)c2cnn(C)c2)cc1	17.2	-1.6	4.5	-1.9	-13.7	1.3	0.7	5.2	1.3
Cc1ccc(NCc2nnc(SCC(=O)N3c4ccccc4Sc4ccccc43)o2)c(C)c1	15.6	-0.9	-6.4	0.2	-18.0	0.1	-0.5	6.6	0.0
Cc1cc2c3c(c1)C(C)CC(C)(C)N3C(=O)C2=O (stereo not given)	-0.9	-0.3	14.7	5.8	5.2	0.3	-2.9	2.2	-0.7
CCn1c(C(C)NC(=O)Cc2ccccc2)nc2ccccc21 (stereo not given)	17.5	-2.2	5.6	-0.3	-12.0	0.0	0.9	1.1	-0.4
COc1ccc(OC)c(NC(=O)C(Sc2ccccc2)c2ccccc2)c1 (stereo not given)	17.8	5.5	31.7	-1.1	-22.4	0.2	0.6	5.2	-0.7
Cc1ccc(S(=O)(=O)N(C)CC(=O)Nc2ccccc2)cc1	-16.7	0.0	12.3	0.3	-8.5	-1.7	-1.9	4.4	-0.2
COc1cccc(C2=CC(c3cccc(OC)c3OC(F)F)n3nnnc3N2)c1 (stereo not given)	6.3	0.2	-18.2	1.9	-6.8	0.4	0.7	0.4	-0.1
Cc1nn(C(C)CC(=O)O)c(C)c1Br (stereo not given)	-3.3&-10.4	-0.4	-9.8	2.8	0.7	0.7	-0.8	5.8	0.4
COc1cccc(NC(=O)C(Sc2nnc3ccccn23)c2ccccc2)c1 (stereo not given)	-4.2	-0.6	-8.6	0.1	-21.0	0.4	-0.1	3.0	0.8
CCOC(=O)c1c(C)n(C)c2cc(OCCN(CC)CC)ccc12	19.1	-2.3	9.0	-0.1	-28.5	-1.5	-0.1	0.4	0.6
CC1=CCP(=O)(c2ccccc2)C1 (stereo not given)	14.8	1.9	-10.6	0.9	-7.5	-1.2	0.7	9.7	0.0

The listing continues.
SMILES	EP2 mod	Ba/F3 V617F tox	Calpain2 inh	S1P4 agonist	S1P4 antagonist	PERK inhibitor	TRPN1 ag	BaF3 parental	TRPML3 ag
O=C(CCCl)N(Cc1nc2ccccc2c(=O)[nH]1)Cc1cccs1	11.9	-3.9	-11.1	-0.8	1.9	0.1	0.8	5.2	0.9
CCC(C)c1ccc(NC(=O)c2cccs2)cc1 (stereo not given)	-45.0	0.3	25.6	1.4	-6.3	0.0	0.0	0.3	0.3
Cc1ccc(NC(=O)COC(=O)c2ccc(OCc3c(C)noc3C)cc2)cc1S(=O)(=O)N1CCOCC1	6.3	-1.7	-8.5	2.2	-5.9	0.5	2.6	3.5	0.8
O=c1[nH]c2ccc(Br)cc2c(-c2ccccc2)c1CN1CCOCC1	9.2	-1.6	-20.2	-0.1	-11.2	1.5	1.4	4.9	0.6
COc1cc(C(=S)N2CCCC2)ccc1OS(=O)(=O)c1ccc(NC(C)=O)cc1	-44.3	1.6	5.3	1.0	-14.6	-0.1	5.8	3.7	3.5
O=C(O)CCn1cc(/C=C2\NC(=S)N(c3ccccc3)C2=O)c(-c2ccc(Br)cc2)n1	10.6	0.5	-24.1	2.6	-1.0	0.4	-0.4	6.5	1.0
Cc1nc(S(=O)(=O)Cc2ccccc2Cl)nc2c1CCC2	33.8	-1.7	-9.7	-0.2	5.7	0.2	1.9	2.5	0.8
COc1ccc(CN2CC(C(=O)NCCC(C)C)CC2=O)cc1 (stereo not given)	18.8	3.0	-24.5	-0.9	-12.6	1.5	1.2	9.7	1.0
CCS(=O)(=O)c1nc2ccccc2n1Cc1ccccc1Cl	13.5&40.4	4.8	4.9	-1.1	15.1	-0.2	-2.5	-0.4	-1.4
Cc1ccc2c(c1)N(Cc1cccc(Cl)c1)C(=O)c1cccnc1O2	71.0*	2.0	21.7	-0.5	2.8	-0.9	-0.7	5.1	-0.2
O=C(NC(=S)Nc1cccc2cccnc12)c1ccccc1	-34.7	-4.9	8.6	-0.3	-10.9	1.4	2.4	101.6*	-0.2
CCc1cc2c(=O)[nH]c(N3CCCC3)nc2s1	18.7	-4.0	5.8	1.9	-13.5	0.9	-0.2	-3.2	0.8
O=C(NC1CCCCC1)C1CCN(c2nnnn2-c2ccccc2)CC1	1.1	6.6	9.8	0.0	-5.4	-0.5	3.5	4.0	0.9
CC1=NOC(=O)/C1=C/c1ccc2c(c1)OCO2	-66.2	-2.2	30.0	-0.5	15.7	0.0	-1.4	3.2	0.1
CCc1cccc(C)c1NC(=S)N1CCCC1C(=O)O (stereo not given)	17.8	4.1	13.2	0.3	-1.8	0.1	0.7	9.9	0.4
CCN(CC)CCNC1=NCCn2c1cc1cc(OC)ccc12	-6.2	4.9	-114.1	-1.2	-6.1	-1.7	0.4	8.6	0.5
CCOC(=O)c1c(C)[nH]c(C(=O)Cn2nnc(-c3ccccc3)n2)c1C	-3.8	-4.2	-36.8	0.3	-10.6	1.1	-1.3	-0.2	0.1
Cc1ccc(-n2nc3c(c2NC(=O)/C=C\c2ccc4c(c2)OCO4)CSC3)cc1	30.5	-2.6	-110.5	2.9	24.2	-0.6	-0.4	7.4	5.7
OC(COc1ccc(Cl)cc1)CN1C2=NCCCN2c2ccccc21 (stereo not given)	-16.4	1.8	-16.3	-0.6	-18.8	-0.4	0.2	9.4	0.3
Cc1ccc(S(=O)(=O)N2CCOCC2)cc1C(=O)OCC(=O)N1CCc2ccccc2C1	-2.7	1.3	40.9	-1.6	-8.7	-1.4	2.2	2.6	1.2
COc1ccc2[nH]cc(C(O)CN3CCN(c4ccccc4F)CC3)c2c1 (stereo not given)	-39.5	2.8	17.1	3.0	-30.4	0.2	0.8	1.2	0.8
CCOc1ccc(NC(=S)N2CCc3cc(OC)c(OC)cc3C2COc2ccc3c(C)cc(=O)oc3c2)cc1 (stereo not given)	5.3	3.9	-37.5	-0.6	-19.1	-1.2	-0.7	1.9	-0.2
CN1CCN(C/C(=C2/N=C(c3ccccc3)OC2=O)N(C)C)CC1	-11.4	-5.8	26.2	-2.2	-6.2	0.6	-0.3	0.2	0.7
Oc1c(Br)cc(Br)cc1/C=N/N1CCN(Cc2ccccc2)CC1	-10.4	-2.1	-8.9	-0.7	-13.8	0.3	1.1	-2.3	0.5
CCOC(=O)c1ccc(N=NN(C)C)cc1	-1.6	-2.5	12.9	2.1	0.3	1.9	-1.1	1.0	0.4

Record cards, from the list above. Order of screens: EP2 mod | Ba/F3 V617F tox | Calpain2 inh | S1P4 agonist | S1P4 antagonist | PERK inhibitor | TRPN1 ag | BaF3 parental | TRPML3 ag
`Cc1nc(S(=O)(=O)Cc2ccccc2Cl)nc2c1CCC2` is listed with 33.8 | -1.7 | -9.7 | -0.2 | 5.7 | 0.2 | 1.9 | 2.5 | 0.8
`CCOc1ccc(NC(=S)N2CCc3cc(OC)c(OC)cc3C2COc2ccc3c(C)cc(=O)oc3c2)cc1` (stereo not given) is listed with 5.3 | 3.9 | -37.5 | -0.6 | -19.1 | -1.2 | -0.7 | 1.9 | -0.2
`CCc1cc2c(=O)[nH]c(N3CCCC3)nc2s1` is listed with 18.7 | -4.0 | 5.8 | 1.9 | -13.5 | 0.9 | -0.2 | -3.2 | 0.8

(continued)
SMILES	EP2 mod	Ba/F3 V617F tox	Calpain2 inh	S1P4 agonist	S1P4 antagonist	PERK inhibitor	TRPN1 ag	BaF3 parental	TRPML3 ag
Cc1ccc(-n2c(-c3cccs3)nc3nc4ccccc4nc32)cc1	5.2	-3.3	-140.5	0.9	-20.9	0.7	0.1	2.3	0.9
Cc1nc2cc(NC(=O)NC(C)(C)C)ccc2n1C	-10.8	2.1	-11.8	1.2	-15.1	0.7	0.8	8.2	1.1
CC(=O)c1ccc(NC(=S)NCc2ccco2)cc1	-31.7	-2.1	1.8	2.0	9.4	0.6	3.7	6.0	1.4
CC(C)=CCN1CCN(Cc2cnc(C)s2)CC1CCO (stereo not given)	3.5	-2.8	-8.9	-0.8	1.0	1.3	0.2	-0.7	1.2
COc1ccc(N2C(=S)NC3CS(=O)(=O)CC32)cc1 (stereo not given)	20.2	0.6	7.3	1.8	-9.3	1.0	0.2	1.4	-0.6
CC(C)C(c1nnnn1C1CCCC1)N1CCCc2ccccc21 (stereo not given)	15.4	-1.8	12.8	-3.0	-6.0	-0.3	-2.0	0.8	-0.4
Cc1ccc(NC(=O)CSc2nc3ccccc3c(=O)n2CCCN2CCCCC2)cc1C	-19.8	7.8	-9.7	-2.0	1.3	-1.1	1.8	13.6	1.2
Cc1csc2c(C#N)c(=O)c3c(n12)CCC3	50.4	-1.8	-37.8	1.8	1.5	0.1	-0.6	1.3	-0.2
COc1ccc(N(C)C(=O)CCC(=O)Nc2ccc3nc(N4CCOCC4)cc(C)c3c2)c(OC)c1	-18.3	1.0	-312.0	0.0	-14.7	-0.7	-0.7	3.6	-1.2
Cc1c(NC(=O)C(C)N(c2ccccc2)S(C)(=O)=O)c(=O)n(-c2ccccc2)n1C (stereo not given)	-8.2	-4.2	-2.1	0.2	2.0	1.6	0.0	-2.1	0.6
OC(COc1ccccc1)CSc1ncn[nH]1 (stereo not given)	-0.8	-4.9	-21.7	-1.4	-0.5	0.8	1.2	2.7	0.8
